PTAP-TSG101 blk: blocks PTAP binding to human TSG101, validation | Potency, µM (titrated, usually from 115 µM), for inactives: at the top dose activity change, negative = inhibition, usual class: inhibitors | Fluorescence polarization, FITC-PTAP peptide/Tsg101, 20 min | 44,000 tested, under 10 active; note: potency is the fitted concentration of half-maximal effect; 0% is about no effect
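Fluorescence polarization binding of Tsg101 binding domain (10 uM final) to FITC-labeled PTAP-motif peptide (50 nM final) in HEPES pH 7.5/NaCl/Tween 20/EDTA/TCEP buffer; 20 min at r.t. Actives by curve class, <25 µM, efficacy <60% inhibition.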
FH mod: Identification of activators of human fumarate hydratase by quantitative high-throughput screening; FH coupled MDH/diaphorase resazurin fluorescence, 15 min; Potency, µM (highest dose often 79.9 µM), for inactives: at the highest dose activity change, negative = inhibition, actives largely listed as inhibitors; 0.22% of 54,000 active; note: potency is the fitted concentration of half-maximal effect; % is set by controls: 0 for no effect and ±100 for the full control effect; the screen sought activators but most active calls are inhibition curves; nearly all actives have a fitted effect of over 45% in size
Target sequence (P07954 whole entry, looked up): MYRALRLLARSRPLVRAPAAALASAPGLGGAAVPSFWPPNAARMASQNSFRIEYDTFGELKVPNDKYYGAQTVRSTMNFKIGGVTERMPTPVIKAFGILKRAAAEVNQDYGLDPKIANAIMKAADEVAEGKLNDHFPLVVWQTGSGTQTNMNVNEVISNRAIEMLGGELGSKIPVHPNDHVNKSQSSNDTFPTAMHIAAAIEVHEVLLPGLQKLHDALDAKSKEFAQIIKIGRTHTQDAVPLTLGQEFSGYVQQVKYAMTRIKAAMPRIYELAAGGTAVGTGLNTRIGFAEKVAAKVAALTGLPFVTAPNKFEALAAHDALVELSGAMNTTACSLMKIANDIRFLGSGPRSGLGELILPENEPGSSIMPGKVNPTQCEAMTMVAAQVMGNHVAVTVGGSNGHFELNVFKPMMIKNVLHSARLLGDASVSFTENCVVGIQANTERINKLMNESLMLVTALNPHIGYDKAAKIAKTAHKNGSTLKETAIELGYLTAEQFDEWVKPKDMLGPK
B2AR arrestin ag: beta-arrestin recruitment by human beta2-adrenergic receptor ligands; P07550; Potency, µM (highest dose often 46.1 µM), without a hit: top-dose activation, actives largely listed as activators; HTLA Tango cells, beta-arrestin recruitment, luciferase luminescence, 18 h; 44,000 tested, under 10 active;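 note: potency is the fitted concentration of half-maximal effect; 0% = DMSO and full agonism = EC100 isoproterenol or metaproterenol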
Target sequence (P07550 whole entry, looked up): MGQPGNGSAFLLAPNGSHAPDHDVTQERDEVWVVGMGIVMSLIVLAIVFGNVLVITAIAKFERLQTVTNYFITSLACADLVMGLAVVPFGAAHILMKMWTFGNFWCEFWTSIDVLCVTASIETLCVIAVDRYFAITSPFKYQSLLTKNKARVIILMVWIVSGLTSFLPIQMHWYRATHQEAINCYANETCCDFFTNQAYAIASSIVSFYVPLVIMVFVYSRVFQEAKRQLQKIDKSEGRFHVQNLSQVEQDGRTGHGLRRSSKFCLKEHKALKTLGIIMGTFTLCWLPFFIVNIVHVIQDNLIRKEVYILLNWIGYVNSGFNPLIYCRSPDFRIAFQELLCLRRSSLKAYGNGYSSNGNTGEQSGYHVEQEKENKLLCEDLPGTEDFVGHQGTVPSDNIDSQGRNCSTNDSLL
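Luminescence read-out: arrestin recruitment to recombinant beta2-AR releases tTA, inducing luciferase. Cells exposed 18 hr at 37 degrees C to up to 46 microM compound; %Activity from corrected signal, concentration-response curves classified by r2, magnitude and efficacy.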
GALK inh: inhibits human galactokinase. P51570. recombinant GALK, Kinase-Glo ATP luminescence, 1 h. Potency, µM (highest dose often 57.5 µM), for the others: at the highest dose activity, negative = inhibition, hits mostly inhibitors. 44,000 tested, under 10 active. AID 1347072;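 note: plate controls were full GALK reaction for no effect and reaction lacking GALK for full effect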
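5 nM GALK with 35 µM ATP and 100 µM galactose in HEPES pH 8.0, MgCl2, NaCl, DTT, BSA; 1 h RT reaction, remaining ATP detected by Kinase-Glo Plus luminescence after 10 min; qHTS concentration series.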
p53null 32C kill: selectivity test: cytotoxicity in p53 null cells, permissive temperature; 0.62% of 55,000 active; AID 903; Potency, µM (titrated, usually from 46.1 µM), inactives show at the top dose activity change, negative = cytotoxicity, most hits filed as cytotoxic; H1299-neo p53 null cells, ATP luminescence, 24 h, 32C;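 note: potency is the fitted concentration of half-maximal effect; 0% = DMSO only and -100% = full killing by 100 µM tamoxifen; nearly all actives have a fitted effect of over 55% in size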
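H1299-neo, 600 cells/well; overnight 37C; cpd up to 46 uM, 24 h at 32C; ATPlite luminescence after 20 min RT; normalized to DMSO (0%) and tamoxifen 100 uM (100% kill); Hill-fit AC50.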
p53null 39C tox: selectivity test: cytotoxicity in p53 null cells, nonpermissive temperature | H1299 p53-null (neo) cells, 39C, ATPlite viability, 24 h | Potency, µM (top dose mostly 46.1 µM), for the others: at the highest dose activity, negative = cell killing, most hits filed as cytotoxic | 0.97% of 55,000 active;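 note: potency is the fitted concentration of half-maximal effect; 0% = DMSO only and -100% = full killing by 100 µM tamoxifen; nearly all actives have a fitted effect of over 50% in size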
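H1299 lung cancer cells, p53-null (H1299-neo) or expressing p53 A138V (H1299-p53A138V), were plated overnight at 37C, then exposed to compounds at up to 46 uM for 24 hr at 39C. Viability was read by ATP-based luminescence.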
NTMT1 inhibitor: NTMT1 methyltransferase inhibition. NTMT1 MTase-Glo SAH luminescence, purified enzyme. 2.5% of 59,000 active. Q9BV86. Potency, µM (top dose mostly 114 µM), without a hit: at the top dose activity change, negative = inhibition, actives largely listed as inhibitors. AID 1645870;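 note: potency is the fitted concentration of half-maximal effect; plate controls were DMSO vehicle for no effect and no enzyme for full effect; nearly all actives have a fitted effect of over 65% in size; many of its hits are not listed in these tables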
* hit, by the source's call; ? = inconclusive; · = not tested or not shown; [ ] = another dose, or the depositor's remark. Calls come from the whole dose curve; as a rule, active = well fitted curve in the direction sought with a large enough effect; inconclusive = small, poorly fitted or top-dose-only effect, or another doubt; inactive = no such curve, though single readings can be large; an effect the other way counts as inactive or inconclusive. This is a subset; rates above refer to the full screens.

Below each SMILES – PTAP-TSG101 blk	FH mod	B2AR arrestin ag	GALK inh	p53null 32C kill	p53null 39C tox	NTMT1 inhibitor
> Cc1ccc(-c2ccc(=O)n(CC(=O)Nc3ccc(C)cc3Cl)n2)cc1
    -1%	-13%	-1%	-10%	3%	-27%	?
> CCOC(=O)c1c(NC(=O)c2cc(-c3ccccc3OC)on2)sc(C)c1C
    -1%	7%	-1%	0%	6%	12%	2%
> CCOc1ccccc1CNC(=O)C1=C(C)C(=O)OC12CCN(C(C)=O)CC2
    2%	6%	0%	-1%	2%	-11%	-20%
> COc1cc2c(=O)c(S(=O)(=O)c3ccc(C(C)C)cc3)cn(Cc3ccccc3C)c2cc1OC
    0%	-8%	-2%	5%	?	-2%	15%
> Cn1c(C(=O)NCc2ccc(Cl)cc2)cc2c(=O)n(C)c3ccccc3c21
    4%	-11%	0%	0%	6%	3%	16%
> CCOC(=O)Cn1c(=O)oc2cc(S(=O)(=O)N3CCN(c4ccccc4OC)CC3)ccc21
    4%	-15%	1%	0%	0%	-11%	11%
> COc1ccc(-c2noc(N3CCC(C(=O)Nc4ccc(C)c(F)c4)CC3)n2)cc1OC
    2%	-6%	1%	6%	-7%	?	-18%
> CC(C)COc1ccc(C(=O)Nc2scc(-c3ccc(Br)cc3)c2C(=O)OC(C)C)cc1
    -1%	-17%	0%	-20%	1%	2%	11%
> CCN(c1cccc(C)c1)S(=O)(=O)c1nnc(NC(=O)c2cccs2)s1
    1%	-7%	-1%	2%	6%	7%	10%
> COc1ccc(OC)c(CNC(=O)C2CCCCN2S(=O)(=O)c2ccc(F)cc2)c1 (stereo unspecified)
    -3%	·	0%	-10%	-2%	-2%	·
> Cc1ccc(-n2ncc(C(=O)NCc3ccc4c(c3)OCO4)c2C2CCN(C(=O)OC(C)(C)C)CC2)cc1C
    -4%	?	0%	-1%	16%	5%	13%
> CCOc1ccccc1NC(=O)C(=O)NCCc1sc2nc(-c3ccc(OC)cc3)nn2c1C
    -3%	-4%	0%	-6%	-3%	9%	10%
> CCOCCCNC(=O)Cn1nc(C)n2c(cc3cc(C)ccc32)c1=O
    3%	0%	0%	-1%	-6%	-9%	-5%
> Cc1ccc(Cl)cc1N1CCN(S(=O)(=O)c2ccc(-c3cnc(C4CC4)o3)cc2)CC1
    -6%	-28%	0%	-3%	25%	38%[activator]	7%
> CCOCCCNC(=O)C(c1ccc(OC)cc1)N(Cc1ccc2c(c1)OCO2)C(=O)c1ccc(NC(C)=O)cc1 (stereo unspecified)
    1%	7%	-2%	-2%	4%	-11%	-6%

Part of the list above in order of length of the SMILES, low to high.
Below each SMILES – PTAP-TSG101 blk	FH mod	B2AR arrestin ag	GALK inh	p53null 32C kill	p53null 39C tox	NTMT1 inhibitor
> Cc1ccc(-c2ccc(=O)n(CC(=O)Nc3ccc(C)cc3Cl)n2)cc1
    -1%	-13%	-1%	-10%	3%	-27%	?
> CCN(c1cccc(C)c1)S(=O)(=O)c1nnc(NC(=O)c2cccs2)s1
    1%	-7%	-1%	2%	6%	7%	10%
> Cn1c(C(=O)NCc2ccc(Cl)cc2)cc2c(=O)n(C)c3ccccc3c21
    4%	-11%	0%	0%	6%	3%	16%
> COc1ccc(OC)c(CNC(=O)C2CCCCN2S(=O)(=O)c2ccc(F)cc2)c1 (stereo unspecified)
    -3%	·	0%	-10%	-2%	-2%	·
> COc1ccc(-c2noc(N3CCC(C(=O)Nc4ccc(C)c(F)c4)CC3)n2)cc1OC
    2%	-6%	1%	6%	-7%	?	-18%
> CC(C)COc1ccc(C(=O)Nc2scc(-c3ccc(Br)cc3)c2C(=O)OC(C)C)cc1
    -1%	-17%	0%	-20%	1%	2%	11%
> Cc1ccc(Cl)cc1N1CCN(S(=O)(=O)c2ccc(-c3cnc(C4CC4)o3)cc2)CC1
    -6%	-28%	0%	-3%	25%	38%[activator]	7%
> Cc1ccc(-n2ncc(C(=O)NCc3ccc4c(c3)OCO4)c2C2CCN(C(=O)OC(C)(C)C)CC2)cc1C
    -4%	?	0%	-1%	16%	5%	13%

Additional structures follow.
Below each SMILES – PTAP-TSG101 blk	FH mod	B2AR arrestin ag	GALK inh	p53null 32C kill	p53null 39C tox	NTMT1 inhibitor
> Cc1oc(-c2ccccc2F)nc1CSCC(=O)NCCc1ccccc1
    -6%	-1%	1%	-1%	13%	-4%	-2%
> COc1ccc(S(=O)(=O)c2cn(CC(=O)Nc3cc(C)ccc3C)c3ccccc3c2=O)cc1
    0%	-12%	-2%	5%	-3%	31%[activator]	9%
> COc1cccc(Cc2nc3ccccc3nc2SCC(=O)Nc2cc(OC)ccc2OC)c1
    -1%	-28%	0%	-1%	-10%	-16%	18%
> COc1ccc(F)cc1S(=O)(=O)NCCc1c(C)[nH]c2c(Cl)cccc12
    -13%	-16%	-1%	-2%	8%	7%	-6%
> CCOC(=O)c1c(NC(=O)c2cc3nc(-c4ccccc4)cc(C(F)(F)F)n3n2)sc2c1CCC(C)C2 (stereo unspecified)
    -1%	-22%	-3%	0%	-5%	0%	15%
> Cc1cc(NC(=O)C2CCCN(S(=O)(=O)c3cccc4nonc34)C2)ccc1Br (stereo unspecified)
    7%	5%	1%	-1%	5%	-21%	-9%
> CC(=O)Nc1cc(-c2nc3ccccc3s2)ccc1C
    2%	-19%	-1%	3%	?	?	-4%
> CC(NC(=O)C1CCN(C(=O)N2CCOc3ccccc32)CC1)c1ccccc1 (stereo unspecified)
    -1%	0%	0%	-11%	16%	?	-3%
> CC1CCN(S(=O)(=O)c2nnc(NC(=O)c3cccc(F)c3)s2)CC1
    0%	-1%	0%	-3%	4%	-7%	24%
> COc1cccc(NC(=O)c2nnn(Cc3cccc(C(F)(F)F)c3)c2N)c1
    0%	-2%	1%	9%	-3%	-9%	?
> N#Cc1nc(-c2ccc(COc3ccc(Cl)cc3)o2)oc1N1CCC(C(N)=O)CC1
    -4%	-14%	-4%	0%	?	9%	-1%
> CCC(=O)N1c2ccc(S(=O)(=O)CCC(=O)N3CCN(c4cc(C)ccc4C)CC3)cc2CC1C (stereo unspecified)
    -7%	-14%	1%	-2%	19%	17%	7%
> CCN(CC)c1nn2c(=O)c(C(=O)NCc3cccc(C)c3)cnc2s1
    -3%	2%	1%	2%	-2%	8%	-8%
> Cc1ccc(NC(=O)c2nc(-c3ccncc3)no2)c(Cl)c1
    0%	-4%	1%	3%	-10%	-11%	2%
> COC(=O)C1=C(C)NC(=O)NC1c1cn(-c2ccccc2)nc1-c1ccc(OC)c(Br)c1 (stereo unspecified)
    2%	-11%	2%	-1%	43%[activator]	46%[activator]	15%

Following part:
Below each SMILES – PTAP-TSG101 blk	FH mod	B2AR arrestin ag	GALK inh	p53null 32C kill	p53null 39C tox	NTMT1 inhibitor
> Cc1ccc(NC(=O)Cn2c(=O)oc3ccccc32)cc1Cl
    1%	2%	0%	0%	9%	8%	-4%
> Cc1cccc(OCc2nc(CC(=O)Nc3ccc(Cl)cc3)cs2)c1
    2%	-2%	-4%	-1%	2%	3%	9%
> CCCCNC(=O)CN1CCN(c2ncc(NC(=O)c3ccc(Cl)cc3)cc2C(=O)O)CC1
    -4%	-30%	-2%	1%	-7%	7%	40µM*
> Cc1ccc(-c2onc(C)c2C)cc1S(=O)(=O)N1CCOc2ccc(Cl)cc21
    -2%	-17%	1%	2%	-8%	3%	-12%
> CCOC(=O)c1cc(C)n(CC2CCC(C(=O)Nc3ccc(C)c(F)c3)CC2)c1C (stereo unspecified)
    0%	·	2%	1%	32%[activator]	27%	·
> CCN(CCCNC(=O)CSc1cc(=O)n(CC)c2ccccc12)c1ccccc1
    -4%	-8%	0%	-1%	-4%	-3%	?
> COc1ccc(S(=O)(=O)N(CC(=O)Nc2ccc(OC)cc2OC)c2ccc(Cl)cc2)cc1
    -1%	-37%	1%	3%	4%	-11%	0%
> CCn1cc(C(=O)N2CCN(c3cccc(Cl)c3)CC2)c(=O)c2cc(S(=O)(=O)N3CCC(C)CC3)ccc21
    -6%	-21%	0%	1%	25%	14%	7%
> CCn1cc(/C=C(\NC(=O)c2ccccc2Cl)C(=O)NCCCn2ccnc2)c2ccccc21
    -1%	14%	-4%	1%	0%	-19%	10%
> COc1cccc(Cn2c(Oc3cc(C)cc(C)c3)nc3c2c(=O)n(C)c(=O)n3C)c1
    -9%	-14%	0%	3%	6%	19%	3%
> Fc1ccc(-n2cc(-c3ccccc3)c3c(NC4CCCCC4)ncnc32)cc1
    0%	-18%	-1%	-2%	-5%	17%	-20%
> COc1ccc(N(CC(=O)N2CCCCC2)S(=O)(=O)c2ccc(OC)c(OC)c2)cc1
    -4%	·	1%	17%	5%	24%	·
> COc1ccc(Nc2sc(C(=O)c3ccccc3)c(N)c2C(=O)Nc2cc(C)ccc2C)c(OC)c1
    -4%	-4%	-1%	-1%	47%[activator]	4%	-2%
> O=C(NCCc1ccccc1)C1CCC(CNS(=O)(=O)c2ccccc2)CC1 (stereo unspecified)
    -1%	-2%	1%	-1%	13%	6%	4%
> CCOC(=O)C(CC)N1CCN(Cc2ccc(F)cc2)C(=O)C1=O (stereo unspecified)
    -3%	-3%	0%	-5%	3%	-17%	11%

Next part
Abbreviations: A = PTAP-TSG101 blk; B = FH mod; C = B2AR arrestin ag; D = GALK inh; E = p53null 32C kill; F = p53null 39C tox; G = NTMT1 inhibitor
O=C(O)CSc1nc2ccccc2nc1N1CCCCC1
  A: -9%; B: -12%; C: 1%; D: 3%; E: 5%; F: -3%; G: 15%
O=C(CSc1nc2c([nH]c3ccccc32)c(=O)n1-c1ccccc1)N1CCCCCC1
  A: -4%; B: -8%; C: 1%; D: 1%; E: 6%; F: 22%; G: ?
CCN(CC)S(=O)(=O)c1ccc2c(c1)N(CC(=O)Nc1c(C)cc(C)cc1C)C(=O)C1CCCN21 (stereo unspecified)
  A: 2%; B: 3%; C: 1%; D: 4%; E: -4%; F: -7%; G: 6%
COc1cc2c(cc1OC)C(COc1ccccc1OC)N(C(=O)c1ccc(S(=O)(=O)N(C)C)cc1)CC2 (stereo unspecified)
  A: 4%; B: -15%; C: 6%; D: 2%; E: -7%; F: 8%; G: 16%
CCOc1ccc(NC(=O)CSc2cc(C)c3ccccc3n2)cc1
  A: -2%; B: -1%; C: 0%; D: 0%; E: -3%; F: 11%; G: -3%
Cc1cc2ccccc2n1CCNC(=O)c1ccc(F)cc1
  A: -5%; B: -12%; C: 1%; D: 3%; E: -2%; F: 6%; G: 0%
O=S(=O)(NCc1nc2cccnc2n1Cc1ccc(F)cc1)c1ccc2c(c1)CCCC2
  A: -2%; B: -4%; C: -1%; D: -1%; E: 3%; F: 8%; G: 15%
Cc1nc(NC(=O)c2c(-c3ccccc3)c(-c3ccccc3)nn(C)c2=O)sc1C
  A: 0%; B: -12%; C: -2%; D: ?; E: 12%; F: -15%; G: 18%

Bioassay records (PubChem BioAssay)
